STAT3 act: IL-6 driven STAT3 reporter potentiators, primary screen, U3A cells, luciferase, luminescence, MLSCN library; IL-6 STAT3-luciferase reporter; 100% = signal with IL-6 EC80 alone; activation (% of control), % at 5.6 µM; actives 0.91% (n = 190,000);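 active = activation above the screen-wide mean of compound activation plus 3 SD, cut at about 130% in these data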;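 also: 0% = background luminescence of wells with medium and substrate only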
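Detection: reporter luminescence signal / Assay system: STAT1-lacking human U3A cells, STAT3 luciferase reporter / Incubation: compound pre-incubation 1 h before IL-6, then 6 h stimulation at 37 °C / Control set: IL-6-only high control / Read-out: % activation relative to IL-6 control / Probe or stimulus: Interleukin-6, 33 ng/mL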
STAT1 inh: STAT1 signaling inhibitors, primary screen, cell-based, HTS, luciferase reporter; actives 0.35% (n = 200,000); inhibition, % at 5.5 µM; AID 920, 2007; NIH 3T3 STAT1-luciferase reporter, IFN-gamma, luminescence;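 active = inhibition above a set limit, the mean inhibition across all tested compounds plus 3 SD, cut at about 34% in these data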;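 also: 0% = IFN-gamma with DMSO and 100% = IFN-gamma with 300 µM nifuroxazide; values of inactives mirror those of a sister screen read the other way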
Redox H2O2 prof: compounds producing H2O2 with reducing agent – biochemical, NIH compound library profiling, artefact control for MLSCN library redox annotation, primary screen. DTT-dependent redox cycling H2O2, phenol red/HRP absorbance; 100% = 100 µM peroxide control, 0% = buffer. activation, % at 10 µM. actives 0.03% (n = 200,000). AID 878, 2007;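 active = activation of at least 50% relative to the plate's high and low controls in the primary single-dose screen; inactive = activation below 50%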;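 also: compound incubated with DTT at 0.8 mM final as the reducing agent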
Hsp70 activator: Hsp70 transcriptional activators, primary screen, cell-based, HeLa, Hsp70 promoter luciferase, luminescence, 10 µM; HeLa Hsp70 promoter luciferase reporter; scaled: vehicle 0, proteasome-inhibitor control 100%; actives 0.04% (n = 200,000); AID 1203, 2008; activation, % at 10 µM;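 active = activation above the mean across all tested compounds plus 3 SD, cutoff set per campaign, cut at about 5.5% in these data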;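 also: 100% = MG132 at 30 µM as the positive control and 0% = DMSO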
APP 5'UTR act: activators of APP 5'UTR luciferase reporter, primary screen, SH-SY5Y cells | activation, % at 2 µM | SH-SY5Y APP 5'UTR luciferase reporter, luminescence; zero percent = DMSO vehicle wells | actives 1% (n = 190,000);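 active = activation above a set limit, based on mean plus 3 SD of controls, cut at about 140% in these data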; also: values of inactives mirror those of a sister screen read the other way
STAT1 act: STAT1 signaling activators, primary screen, cell-based, HTS, luciferase reporter. NIH 3T3 STAT1-luciferase reporter, IFN-gamma, luminescence; 100% = IFN-gamma alone, no compound. activation (% of control), % at 5.5 µM. actives 2.6% (n = 200,000). AID 932, 2007;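 active = activation above the screen-wide mean activation plus 3 SD, cut at about 130% in these data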;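 also: raw ratio to IFN-gamma control signal so 100% means no change and 0% no light; values of inactives mirror those of a sister screen read the other way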
NF-kB neuron act: activators of NF-kB expression in neurons, primary screen, cell-based, HTS; actives 1.6% (n = 190,000); human neuronal cells, NF-kB reporter expression; stronger effect = higher value; fold change at 12.5 µM; in the data active = fold change above about 3.3
STAT3 blocker: IL-6 driven STAT3 reporter inhibitors, primary screen, U3A cells, luciferase, luminescence, MLSCN library | IL-6 STAT3-luciferase reporter; host cell line lacks STAT1 | inhibition, % at 5.5 µM | AID 862, 2007 | actives 0.89% (n = 190,000);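 active = inhibition above the mean inhibition across all screened compounds plus 3 SD, cut at about 44% in these data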;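 also: 0% = DMSO only wells and 100% = 100 µM nifuroxazide control wells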
HMGR II inh: inhibitors of E. faecalis class II HMGR, primary screen, biochemical, Enterococcus faecalis; HMG-CoA reductase (Enterococcus faecalis, mvaE); purified E. faecalis HMGR, NADPH absorbance 340 nm kinetic; inhibition, % at 10 µM; actives 0.41% (n = 190,000); AID 1066, 2008;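 active = inhibition above a set limit, the median over all tested compounds plus 3 SD, cut at about 9.5% in these data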;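 also: enzyme runs in reverse so mevalonate oxidation gives rising NADPH absorbance; 0% = complete reaction with DMSO and 100% = background rate lacking mevalonate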
TLR4 MyD88 comp: inhibitors of TLR4-MyD88 association in cells, primary screen, cell-based, HeLa CL3-4, BLA complementation, FRET ratio | actives 0.18% (n = 200,000) | HeLa CL3-4 TLR4/MyD88 BLA complementation | inhibition, % at 8.4 µM | Toll-like receptor 4 (Homo sapiens) + Myeloid differentiation primary response protein …; in the data active = inhibition above about 25%;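 also: 0% = vehicle and 100% = reference inhibitor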
Target sequence (O00206 whole entry, looked up): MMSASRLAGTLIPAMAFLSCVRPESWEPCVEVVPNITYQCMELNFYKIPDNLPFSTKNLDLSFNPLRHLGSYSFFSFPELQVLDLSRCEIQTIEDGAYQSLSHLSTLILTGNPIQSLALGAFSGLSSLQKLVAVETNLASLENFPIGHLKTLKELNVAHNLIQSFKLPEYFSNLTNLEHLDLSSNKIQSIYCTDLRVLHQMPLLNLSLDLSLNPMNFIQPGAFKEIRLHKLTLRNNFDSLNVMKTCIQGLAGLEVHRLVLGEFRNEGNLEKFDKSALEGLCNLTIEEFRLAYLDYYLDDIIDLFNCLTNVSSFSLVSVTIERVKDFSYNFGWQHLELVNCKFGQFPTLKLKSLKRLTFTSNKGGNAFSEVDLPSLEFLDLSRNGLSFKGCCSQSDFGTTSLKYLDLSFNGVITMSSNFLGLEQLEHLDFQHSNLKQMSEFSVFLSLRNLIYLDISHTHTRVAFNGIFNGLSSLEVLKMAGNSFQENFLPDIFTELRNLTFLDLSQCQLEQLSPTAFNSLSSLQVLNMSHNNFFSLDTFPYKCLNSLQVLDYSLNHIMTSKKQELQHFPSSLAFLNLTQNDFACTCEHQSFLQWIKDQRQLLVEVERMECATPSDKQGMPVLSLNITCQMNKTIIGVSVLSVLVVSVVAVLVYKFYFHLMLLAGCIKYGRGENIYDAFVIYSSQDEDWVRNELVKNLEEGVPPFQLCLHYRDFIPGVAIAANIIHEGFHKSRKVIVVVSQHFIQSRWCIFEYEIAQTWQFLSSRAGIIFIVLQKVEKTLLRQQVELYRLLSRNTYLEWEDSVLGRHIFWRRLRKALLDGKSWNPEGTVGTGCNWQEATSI
Target sequence (Q99836 whole entry, looked up): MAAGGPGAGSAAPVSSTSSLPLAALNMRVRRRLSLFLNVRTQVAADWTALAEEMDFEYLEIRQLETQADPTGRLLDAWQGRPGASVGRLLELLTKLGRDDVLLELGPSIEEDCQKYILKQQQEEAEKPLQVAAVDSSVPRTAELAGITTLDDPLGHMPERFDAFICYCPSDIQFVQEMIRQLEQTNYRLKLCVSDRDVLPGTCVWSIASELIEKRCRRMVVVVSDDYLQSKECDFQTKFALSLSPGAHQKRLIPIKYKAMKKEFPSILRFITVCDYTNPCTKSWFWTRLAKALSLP
An asterisk follows results filed as active; . = no result given. Outcome played no part in choosing rows; about 5.6% have a hit in one of these screens.

SMILES	STAT3 act	STAT1 inh	Redox H2O2 prof	Hsp70 activator	APP 5'UTR act	STAT1 act	NF-kB neuron act	STAT3 blocker	HMGR II inh	TLR4 MyD88 comp
CN(c1ccccc1)c1ccc(/C=C(\C#N)c2nnc3n2CCCCC3)cc1[N+](=O)[O-]	98	7	0.8	0.0	12	94	1.2	-2	-6	-4
O=C(Nc1ccccc1)N1CCCN(Cc2ccccc2F)C1	96	8	-0.6	-0.4	15	93	0.88	12	0	-30
O=C(CSc1ccsc1[N+](=O)[O-])N1CCCCCC1	107	-3	-0.9	-0.3	7	101	1.7	3	-1	-6
COC(=O)[C@@H](N)CS	94	11	2.2	-0.3	3	90	1.1	9	-4	-2
CC1(C)CC(=O)C(C=NCCN2CCN(CCc3ccccc3)CC2)=C(O)C1	96	2	0.8	-0.2	-4	98	0.96	6	2	4
CCOC(=O)Cn1nnnc1C	94	-5	-1.4	0.2	27	104	0.94	11	-2	4
COCCCN1CN=C(Nc2nc3ccccc3o2)NC1	111	-20	-1.6	-0.3	35	118	1.3	-9	2	11
COC(=O)C1=C(C)NC(=O)/C1=C\c1cc(C)n(-c2cc(C)cc(C)c2)c1C	88	-3	1.0	-0.6	.	103	1	20	-3	-2
Cc1cc(C)c(S(=O)(=O)NCCCn2ccnc2)c(C)c1	98	4	-0.2	-0.2	2	97	0.83	0	-2	-3
Cc1ccc(O)c(-c2cc(C(=O)NCc3ccc4c(c3)OCO4)[nH]n2)c1	101	-8	0.0	-0.2	-9	107	1.9	2	1	-5
O=C(CCCN1C(=O)C2CCCCN2C1=O)N1CCN(c2ccc([N+](=O)[O-])cc2)CC1 (configuration not stated)	84	7	-4.3	-0.3	-6	93	0.8	24	3	0
O=c1n(Cc2ccc(Cl)cc2)c2sc3c(c2c2ncnn12)CCCC3	87	6	2.4	0.3	-7	95	0.52	20	1	2
COc1ccc2nc3oc(C(=O)N4CCN(c5cccc(C(F)(F)F)c5)CC4)cc3cc2c1	102	-4	0.3	-0.3	-3	104	1.3	2	0	9
CCOc1ccc(N2C(=O)/C(=C/c3ccc(C)o3)N(C)C2=S)cc1	92	1	0.2	0.0	-7	99	1.4	8	-5	-6
COc1cccc(CN(Cc2ccccc2F)S(=O)(=O)c2ccc(S(=O)(=O)NCc3ccccc3)cc2)c1	98	0	0.0	-0.4	1	100	1.1	3	-2	-9
O=C(CCSc1nc2cc(Cl)ccc2o1)N1CCOCC1	96	-2	1.1	-0.1	8	102	1.3	7	-4	-12
CCc1ccc2c(c1)cc(CN(C(=S)Nc1ccc(Cl)cc1)C1CC1)c1nnnn12	100	3	1.3	-0.2	.	97	1.1	6	-5	-3
Cc1ccc(-c2c(C#N)c(N)nc3c2CCCCCC3)o1	101	-6	1.2	-0.2	13	106	1.4	5	-7	-9
CCCCOc1c(Br)cc(/C=C2\N=C(C)OC2=O)cc1OCC	102	-3	-6.3	-0.1	4	103	0.96	-1	-1	-1
CCC(c1nnnn1Cc1ccc(F)cc1)N1CCN(C2CCCCC2)CC1 (configuration not stated)	101	-1	-0.3	-0.2	9	101	1.1	2	-3	-9
CCCNC(=O)C12CCC(C)(c3nc4cc(C)c(C)cc4nc31)C2(C)C (configuration not stated)	117	6	0.0	0.4	-14	94	1.1	-11	-2	1
COc1ccc(Cn2c(O)c(C=Nc3ccc(C)cc3)c3ccccc3c2=O)cc1	87	-2	1.8	-0.1	-9	102	0.99	15	-5	-13
Cc1ccc2c(c1)-c1c(ssc1=S)C(C)(C)N2C(=O)c1ccco1	101	2	0.8	0.0	0	95	0.96	2	5	10
O=C(OCc1nc2ccc(Cl)cc2n1CCO)c1ccccc1C(=O)c1ccccc1	105	-6	0.3	-0.2	6	105	0.94	-3	1	5
CC(C)c1nc2sc3c(SCC(=O)NCc4ccco4)ncnc3c2c2c1CCC2	103	-8	-1.9	0.2	13	109	1.2	1	-2	2
Cc1ccc(CN(c2ccc(C(=O)NCc3ccccn3)cc2)S(C)(=O)=O)cc1	114	-4	0.0	-0.3	.	106	1.2	-17	1	-10
Nc1ccc2c(C(F)(F)F)cc(=O)oc2c1	100	-3	0.8	-0.2	-7	103	0.93	5	-4	49*
O=C(CCc1ccc(S(=O)(=O)N2CCCCC2)cc1)c1nnc(-c2ccccc2)o1	109	6	-1.5	0.0	12	95	1.1	-6	0	12
Cc1cccc(NNC(N)=S)c1C	96	-1	1.6	0.0	-11	100	1.1	16	10*	-9
Cc1cc(NC(=O)Cn2nc(-c3ccccc3F)ccc2=O)ccc1-n1cnnn1	100	5	2.6	0.2	3	95	1.1	3	1	4
COC(=O)c1c(N2C(=O)CC(Sc3ccccc3C(=O)O)C2=O)sc2c1CCCC2 (configuration not stated)	94	1	-0.6	-0.1	-12	99	1.1	15	-5	-15
COc1ccc(OC)c(C2CC(=O)NC(SC)=C2C#N)c1 (configuration not stated)	98	-3	0.7	-0.4	12	103	1.2	8	-7	-7
COc1ccccc1C(=O)N/C(=C/c1ccccc1)C(=O)Nc1ccc(C(=O)O)cc1	108	-1	2.4	-0.4	15	101	1.1	-7	0	0
CCN(c1ccccc1)S(=O)(=O)c1ccc(NC(=O)C(C)(C)C)cc1	103	-2	-1.1	-0.1	3	102	0.75	-2	1	0
CCOc1ccc(OCc2ccc(C(=O)N/N=C(\C)c3ccccn3)cc2)cc1	115	-75	-1.9	0.8	-78	169*	2.1	-16	-10	23
COC(=O)CSc1nnc([C@H](CC(C)C)NC(=O)OC(C)(C)C)o1	98	5	-0.3	-0.2	8	95	1.2	9	-4	5
COc1ccc(/C(O)=C2\C(=O)C(=O)N(Cc3ccco3)C2c2cc(OC)ccc2OC)cc1 (configuration not stated)	100	5	0.0	0.1	0	95	1.1	7	0	-15
Cc1ccc(NP(=O)(c2ccc(N(C)C)cc2NC(=O)c2cccs2)N2CCOCC2)cc1 (configuration not stated)	139*	1	0.5	-0.2	13	99	1.2	-53	-11	-4
CC(=O)c1ccc(NC(=O)C(C)N(C)CC(=O)Nc2ccccc2Cl)cc1 (configuration not stated)	96	0	-1.7	-0.1	-8	100	1.1	7	2	-11
COc1ccc(S(=O)(=O)NC2CC2)cc1-n1cnnn1	97	9	-1.0	-0.2	9	90	1.1	7	-8	-20
c1ccc(-c2noc(CN3CCN(c4cnccn4)CC3)n2)cc1	111	-7	-0.1	-0.2	9	105	.	-7	0	-1
Cn1ccnc1SCC(=O)Nc1cccc(O)c1	100	-2	-0.1	0.0	9	102	1.2	5	0	1
COC(=O)/C(N=Nc1cccc(C(F)(F)F)c1)=C(\C)O	90	10	1.6	-0.1	23	91	1.2	23	5	0
COc1cccc(NC(=O)CSc2nc3c([nH]c4ccccc43)c(=O)n2C)c1	139*	23	-1.1	0.0	-15	79	1	-32	-5	-29
Nc1ccc(N=Nc2ccc(N)cc2)cc1	99	-23	-0.1	0.0	26	120	3.5*	3	0	-16
O=C(Nc1ccc2c(c1)oc1ccccc12)c1ccc(Br)o1	97	-43	-1.1	0.5	55	139*	1.6	8	3	3

Nothing new here: 7 of the compounds above.
SMILES	STAT3 act	STAT1 inh	Redox H2O2 prof	Hsp70 activator	APP 5'UTR act	STAT1 act	NF-kB neuron act	STAT3 blocker	HMGR II inh	TLR4 MyD88 comp
CN(c1ccccc1)c1ccc(/C=C(\C#N)c2nnc3n2CCCCC3)cc1[N+](=O)[O-]	98	7	0.8	0.0	12	94	1.2	-2	-6	-4
O=C(Nc1ccccc1)N1CCCN(Cc2ccccc2F)C1	96	8	-0.6	-0.4	15	93	0.88	12	0	-30
O=C(CSc1ccsc1[N+](=O)[O-])N1CCCCCC1	107	-3	-0.9	-0.3	7	101	1.7	3	-1	-6
COC(=O)[C@@H](N)CS	94	11	2.2	-0.3	3	90	1.1	9	-4	-2
CC1(C)CC(=O)C(C=NCCN2CCN(CCc3ccccc3)CC2)=C(O)C1	96	2	0.8	-0.2	-4	98	0.96	6	2	4
CCOC(=O)Cn1nnnc1C	94	-5	-1.4	0.2	27	104	0.94	11	-2	4
COCCCN1CN=C(Nc2nc3ccccc3o2)NC1	111	-20	-1.6	-0.3	35	118	1.3	-9	2	11

Screens: PubChem BioAssay, several laboratories
